# BCR signal inh = qHTS Assay to Find Inhibitors of Chronic Active B-Cell Receptor Signaling; 340,000 compounds, 0.05% hits; ABC-DLBCL IkBa-CBG/CBR reporter, luminescence ratio, 4 h; Potency, µM (doses to about 46.1 µM), without a hit: at the highest dose ratio change, negative = lower green/red ratio, most hits filed as inhibitors; AID 493014, 2011; active = well fitted inhibition curve with a large enough effect in the signal ratio, with a control signal flat, not every such curve was filed as active; inconclusive = small, poorly fitted or top-dose-only effect, or effect the other way, or a change in a side signal; the % refers to the signal ratio;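 also: plate controls were basal doxycycline-induced cells for no effect and cells given 10 µM MG132 for full effect; MG132 reads +100%, hits lower the ratio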
#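 TMD8 ABC-DLBCL cells carrying doxycycline-inducible green luciferase fused to IkappaBalpha plus unfused red luciferase were exposed to compounds (up to 46 uM) for 4 hrs at 37C. Activity came from the overlap-corrected green/red luminescence ratio.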
# Starred values were filed as active, the others as inactive; ? = inconclusive. Potency is read from the fitted curve at half-maximal effect. Only part of the results is shown, so the mix of outcomes need not match the whole.
molecule | BCR signal inh
Fc1ccc(Nc2nc(SCc3ccc(Cl)cc3)nc3ccccc23)cc1 | ?
CC(=O)N1CCc2c(sc3c2c(=O)n(-c2ccccc2)c(=O)n3CC(=O)Nc2cc(C)cc(C)c2)C1 | -0.5%
CCOc1ccc(Sc2cc(C(=O)NCc3ccccc3Cl)c3ccccc3n2)cc1 | -2.7%
CCCc1cnc2c(c1SCc1cccc(F)c1)c(=O)n(C)c(=O)n2C | 2.5%
Cc1ccc(CCNC(=O)c2c[nH]c3ccc(S(=O)(=O)Nc4cccc(C(F)(F)F)c4)cc3c2=O)cc1 | 12.5%
COc1ccccc1NC(=O)c1c(NCc2ccc(OC)c(OC)c2OC)sc2c1CCCC2 | ?
COC(=O)c1ccc(NC(=O)c2c(NCc3ccc(OC)c(OC)c3)sc3c2CCCC3)cc1 | ?
COc1ccc(C)c2sc(N(Cc3cccnc3)C(C)=O)nc12 | -16.8%
Cc1ccc(C(=O)N2CCc3cc(CNC(=O)c4ccccc4F)ccc32)cc1 | 17.8%
COc1ccc(CNC(=O)c2c(Nc3ccc(OC)cc3OC)sc(C(=O)c3ccc(Cl)cc3)c2N)cc1 | ?
Cc1cn(C)c(CC(=O)NCc2cccc(Cl)c2)c1C(=O)O | 11.7%
CN(C)c1ccc(NC(=O)CSC2=Nc3ccccc3C3=NC(CC(=O)NCc4ccc5c(c4)OCO5)C(=O)N23)cc1 (centres undefined) | -1.3%
Cn1c(=O)c2c(nc(Oc3ccc(F)cc3)n2Cc2ccc(F)cc2)n(C)c1=O | 4.3%
COC(=O)c1ccc2c(=O)n(CCCCCC(=O)N3CCN(c4cc(Cl)ccc4C)CC3)c(=O)[nH]c2c1 | 8.0%
CCOC(=O)c1cc(-c2ccccc2)n(CC(=O)NCc2ccccc2OC)c1C | -0.3%
CCOC(=O)c1cc(-c2ccccc2)n(CCC(=O)Nc2ccc(C)cc2Cl)c1C | 5.0%
CCCC(CCC)C(=O)NC1CC(=O)N(c2ccc3c(c2)OCCO3)C1 (centres undefined) | -3.4%
Cc1ccc(-n2ncc3c(NCc4ccccc4)ncnc32)cc1C | 11.7%
Cc1ccc2nc(NC(=O)COc3ccc(F)cc3)sc2c1 | 10.1%
Cc1ccc(-n2ncc3c(NCCc4ccccc4)ncnc32)cc1 | ?
O=C(Nc1ccc(Br)cc1F)c1cc(S(=O)(=O)NCc2ccc(F)cc2)ccc1F | 9.5%
Cc1ccc(Nc2ccc(N3CCN(C(=O)c4ccc([N+](=O)[O-])cc4)CC3)nn2)cc1 | -0.5%
CC(C)(C)NC(=O)N1CCC(C(=O)O)CC1 | -2.2%
Cc1ccc(NC(=O)c2cnc(SCC(=O)N3CCCc4ccccc43)n(C)c2=O)cc1 | ?

# An excerpt from above in order of the BCR signal inh value, smallest number first:
structure,BCR signal inh
CC(C)(C)NC(=O)N1CCC(C(=O)O)CC1,-2.2%
Cc1ccc(Nc2ccc(N3CCN(C(=O)c4ccc([N+](=O)[O-])cc4)CC3)nn2)cc1,-0.5%
Cn1c(=O)c2c(nc(Oc3ccc(F)cc3)n2Cc2ccc(F)cc2)n(C)c1=O,4.3%
CCOC(=O)c1cc(-c2ccccc2)n(CCC(=O)Nc2ccc(C)cc2Cl)c1C,5.0%
Cc1ccc2nc(NC(=O)COc3ccc(F)cc3)sc2c1,10.1%
Cc1ccc(-n2ncc3c(NCc4ccccc4)ncnc32)cc1C,11.7%

# (list continues)
molecule | BCR signal inh
CC(C)c1ccc(NC(=O)c2ccc(F)c(S(=O)(=O)N3CCCC3)c2)cc1 | 5.4%
COc1ccc(NC(=O)/C=C\C(=O)N(c2ccc(C(C)C)cc2)C(C(=O)NCc2ccco2)c2ccc(F)cc2)cc1 (centres undefined) | ?
Cc1cc(C)c(S(=O)(=O)NCC(c2ccco2)N2CCN(c3ccccc3)CC2)c(C)c1 (centres undefined) | -13.2%
CCC(=O)C1=C(c2cccc([N+](=O)[O-])c2)N(C(=O)CC)n2c(nnc2C2CCCCC2)S1 | 11.9%
COc1ccc(C)cc1NC(=O)CSc1nc(=O)n(Cc2ccco2)c2c1CCC2 | ?
Cn1ncc2c(NCc3ccc(F)cc3)ncnc21 | -9.4%
CCOC(=O)c1ccc(N2CCN(c3cc(Cl)ccc3C)CC2)c(NC(=O)Nc2cccc(OC)c2)c1 | -5.7%
COc1cc(Nc2nc(SCC(=O)c3ccc(Cl)c(Cl)c3)nc3ccccc23)cc(OC)c1 | ?
Cc1ccc(N2CC(C(=O)Nc3ccc(Br)cc3)CC2=O)cc1 (centres undefined) | ?
COc1cccc(NC(=O)CN2C=NS(=O)(=O)c3ccccc32)c1 | ?
Cc1ccc(Cl)cc1-n1ncc2c(NCCC3=CCCCC3)ncnc21 | ?
COc1ccc(S(=O)(=O)NCC(c2ccco2)N2CCN(c3ccccc3F)CC2)cc1C (centres undefined) | 0.0%
CCc1ccc2nc(N(Cc3cccnc3)C(C)=O)sc2c1 | ?
Cc1ccc(-c2nc3scc(CCNC(=O)c4cccc(Br)c4)n3n2)cc1 | ?
Cc1ccc(S(=O)(=O)C(CNC(=O)COc2ccccc2)c2ccco2)cc1 (centres undefined) | -22.0%
O=C(NCCc1ccc(F)cc1)C(=O)NCC(c1cccs1)S(=O)(=O)c1cccs1 (centres undefined) | -10.7%
CSCCC(NS(=O)(=O)c1ccc2c(c1)oc(=O)n2C)C(=O)N1CCN(c2cc(Cl)ccc2C)CC1 (centres undefined) | 0.3%
O=C(NCc1cccs1)c1ccc2c(=O)n3nc(Nc4ccccc4)sc3nc2c1 | ?
CCOC(=O)c1cc(-c2ccccc2)n(CCCC(=O)Nc2ccc(CC)cc2)c1C | 7.9%
CCCCc1ccc(NS(=O)(=O)c2cc3c4c(c2)CC(=O)N4CCC3)cc1 | ?
CCc1ccccc1NS(=O)(=O)c1ccc2[nH]cc(C(=O)N(CC(C)C)CC(C)C)c(=O)c2c1 | -1.8%
CC(=O)N1CCc2c(sc(NC(=O)CSc3ccc(F)cc3)c2-c2nc3ccccc3s2)C1 | -1.0%
COc1ccc(OC)c(S(=O)(=O)NCC(c2cccs2)S(=O)(=O)c2ccc(F)cc2)c1 (centres undefined) | -4.0%
CCOC(=O)c1cc(-c2ccc(OC)cc2)n(CCC(=O)Nc2ccccc2OC)c1C | 12.4%

# Some of the entries above in a different format:
BCR signal inh	SMILES
?	CCc1ccc2nc(N(Cc3cccnc3)C(C)=O)sc2c1
?	Cc1ccc(-c2nc3scc(CCNC(=O)c4cccc(Br)c4)n3n2)cc1

# Next compounds.
molecule | BCR signal inh
O=C(CCS(=O)(=O)c1ccc(Br)cc1)Nc1ccc(F)cc1F | -7.3%
CC(C)(C)c1cc(C(C)(C)C)c2oc(=O)c(-c3nc4ccccc4[nH]3)cc2c1 | -7.3%
COc1ccc(CC(=O)NCC(c2cccs2)S(=O)(=O)c2ccc(C)cc2)cc1 (centres undefined) | 9.2%
Cc1ccc(Nc2ccc(N3CCN(C(=O)c4ccc([N+](=O)[O-])cc4Cl)CC3)nn2)cc1 | 8.3%
Cc1c(C(=O)Nc2ccc(Br)cc2F)oc2ccc(S(=O)(=O)N3CCCCC3)cc12 | -1.9%
CCOc1cccc2cc(-c3cn4c(n3)sc3cc(C)ccc34)c(=O)oc12 | ?
COc1ccc(NC(=O)CSc2nc3nc(C)c(Cc4ccccc4Cl)c(C)n3n2)cc1OC | -4.1%
Cc1cc(C)cc(NC(=O)CSc2nc3sc4c(c3c(=O)[nH]2)CCCC4)c1 | 11.2%
CCOc1cc(-c2nnc(SCC(=O)Nc3ccc(F)c(F)c3)nc2-c2ccc(OC)c(OCC)c2)ccc1OC | -20.2%
COc1ccc(CNC(=O)CCC2N=C3c4ccccc4N=C(SCC(=O)NCCc4ccc(OC)c(OC)c4)N3C2=O)cc1 (centres undefined) | -1.5%
CC(=O)c1ccc(N2CCN(S(=O)(=O)c3cc(-c4noc(C)n4)ccc3C)CC2)cc1 | ?
COc1ccc(C(=O)CCC(=O)Nc2ccc(F)cc2F)cc1 | -4.7%
COc1cccc(N2CC(NC(=O)c3cc(Cl)ccc3OC)CC2=O)c1 (centres undefined) | ?
Cc1nc(Oc2ccc(F)cc2Cl)c2oc3ccccc3c2n1 | ?
COc1ccc(-c2nc3sc(CCNC(=O)C(=O)Nc4cc(C)cc(C)c4)c(C)n3n2)cc1 | ?
CCN1C(=O)C(Cc2nc3ccccc3c(=O)n2C)c2cc(C)ccc21 (centres undefined) | -10.1%
CCOc1ccc(Sc2cc(C(=O)NCCCOC)c3ccccc3n2)cc1 | -8.2%
O=C(Nc1cc(Cl)cc(Cl)c1)c1ccc(F)c(S(=O)(=O)N2CCCC2)c1 | ?
CCc1ccc(-n2c(=O)c3c(C)c(C(=O)N(C)C)sc3n(Cc3ccccc3F)c2=O)cc1 | 10.1%
CCOc1ccccc1C(=O)NCc1ccc2c(c1)CCN2C(=O)c1ccccc1 | ?
COc1cc(-c2ccno2)ccc1S(=O)(=O)N1CCN(c2cccc(Cl)c2)CC1 | ?
COc1ccc(C2c3c(oc4ccc(C)cc4c3=O)C(=O)N2CCCN2CCOCC2)cc1OC (centres undefined) | 7.2%
CCOc1cc(-c2nnc(SCC(=O)NCc3ccccc3)nc2-c2ccc(OC)c(OCC)c2)ccc1OC | ?
CCC(C)NC(=O)Cn1c(=O)n(-c2ccc(C)c(C)c2)c(=O)c2c(C)c(C(=O)N(CC)CC)sc21 (centres undefined) | 12.2%

# Taken from the listing (two entries):
molecule | BCR signal inh
CCOc1cc(-c2nnc(SCC(=O)NCc3ccccc3)nc2-c2ccc(OC)c(OCC)c2)ccc1OC | ?
CCC(C)NC(=O)Cn1c(=O)n(-c2ccc(C)c(C)c2)c(=O)c2c(C)c(C(=O)N(CC)CC)sc21 (centres undefined) | 12.2%

# Additional compounds:
molecule | BCR signal inh
Cc1ccc(N2CC(NC(=O)Cc3ccc(F)cc3)CC2=O)cc1 (centres undefined) | ?
COc1ccc(-c2cc(C(C)=O)c(C)n2CCC(=O)Nc2cccc(C)c2C)cc1 | ?
COc1cccc(NC(=O)Nc2ccc3nc(N4CCN(C)CC4)cc(C)c3c2)c1 | 0.0%
COc1ccc(C2C(=O)N(C3CCCCC3)CC(=O)N2CCC2=CCCCC2)cc1 (centres undefined) | -0.3%
Cc1cc(-c2ccccc2)n2nc(-c3ccc(Cl)cc3)cc2n1 | -1.4%
COc1cc(C2C(=O)N(C3CCCCCC3)CC(=O)N2CCC2=CCCCC2)ccc1OC(C)C (centres undefined) | ?
O=C(CSc1nc(=O)n(Cc2ccncc2)c2c1CCC2)Nc1ccccc1 | ?
O=C(CCSCc1ccccc1Cl)N1CCN(c2ccc(F)cc2)CC1 | -3.8%
COC(=O)c1cc2oc(C)cc2n1Cc1ccc(C)cc1 | 9.8%
CC(C)(C)c1ccc(OCC(=O)Nc2ccc(S(=O)(=O)Nc3ncccn3)cc2)cc1 | 0.0%
COc1cccc(NC(=O)CSC2=Nc3ccccc3C3=NC(CCC(=O)NCCc4ccccc4)C(=O)N23)c1 (centres undefined) | -11.1%
O=C(Cc1cccs1)NC1CC(=O)N(c2ccc(Cl)cc2)C1 (centres undefined) | -8.8%
Cc1nc2nc(SCC(=O)NCCc3ccc(Cl)cc3)nn2c(C)c1Cc1ccccc1Cl | ?
COc1ccc(C)cc1NC(=O)c1oc2ccc(S(=O)(=O)N3CCC4(CC3)OCCO4)cc2c1C | -0.1%
CCOc1ccc(-c2nc(CSCC(=O)NCCc3ccccc3)c(C)o2)cc1 | 2.1%
CCOCCn1cnc2sc(C(=O)Nc3ccccc3C(=O)OC)c(C)c2c1=O | -1.0%
COc1ccc(CCNc2ncnc3c2cnn3-c2ccc(C)cc2)cc1 | 20.5%
CCCCNC(=O)c1cc(-c2cccnc2)nc2ccc(S(=O)(=O)NCCCC)cc12 | -17.9%
O=C(NCCc1ccc(Cl)cc1)c1ccc(CS(=O)(=O)Cc2ccc(F)cc2)o1 | ?
Cc1ccc(C2C=C(c3ccc(Cl)cc3)Nc3nc(NC(=O)CCC(=O)O)nn32)cc1 (centres undefined) | 0.6%
COc1ccc(NC(=O)COCc2cc(-c3ccc4c(c3)OCO4)on2)cc1 | ?
O=C(NCc1ccc(Cl)cc1)c1ccc(CSCc2cccc(Cl)c2)o1 | 5.0%
Cc1ccc(Cl)cc1-n1ncc2c(N3CCN(Cc4ccccc4)CC3)ncnc21 | 5.1%
CC(=O)C1=C(c2ccc(Cl)c(Cl)c2)N(C(C)=O)n2c(C)nnc2S1 | -0.9%
COC(=O)c1ccc(NC(=O)c2c(NCc3cccc(F)c3)sc3c2CCCC3)cc1 | ?
CCOc1ccc(-c2nnc(SCC(=O)NCc3ccccc3)nc2-c2ccc(OCC)c(OC)c2)cc1OC | -14.9%
CC(=O)c1ccc(S(=O)(=O)N2CCn3cccc3C2c2ccccc2F)cc1 (centres undefined) | -0.1%
COc1ccc(Br)cc1CNC(=O)c1cc(=O)[nH]c2ccc(S(=O)(=O)N3CCCC3)cc12 | ?
COc1ccc(-c2ccc(=O)n(CC(=O)NCCc3ccccc3)n2)cc1 | -1.3%
